NR2E3 ag-1: inhibitors of NR2E3-RetCOR corepressor binding, primary screen, NR2E3 agonist project, biochemical, TR-FRET, GST-NR2E3, biotin-RetCOR; Photoreceptor-specific nuclear receptor (Homo sapiens), Q9Y5X4; 1536-well; inhibition of corepressor binding, % at 4.78 µM; hit rate 0.12% among 320,000; AID 2300, 2010;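 active = percent inhibition above the cutoff of mean plus 3 SD of all tested compounds, set per screening campaign, cut at about 20% in these data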;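 note: 0% = DMSO wells and 100% = biotin wells as full block of FRET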
Target sequence (Q9Y5X4 whole entry, looked up): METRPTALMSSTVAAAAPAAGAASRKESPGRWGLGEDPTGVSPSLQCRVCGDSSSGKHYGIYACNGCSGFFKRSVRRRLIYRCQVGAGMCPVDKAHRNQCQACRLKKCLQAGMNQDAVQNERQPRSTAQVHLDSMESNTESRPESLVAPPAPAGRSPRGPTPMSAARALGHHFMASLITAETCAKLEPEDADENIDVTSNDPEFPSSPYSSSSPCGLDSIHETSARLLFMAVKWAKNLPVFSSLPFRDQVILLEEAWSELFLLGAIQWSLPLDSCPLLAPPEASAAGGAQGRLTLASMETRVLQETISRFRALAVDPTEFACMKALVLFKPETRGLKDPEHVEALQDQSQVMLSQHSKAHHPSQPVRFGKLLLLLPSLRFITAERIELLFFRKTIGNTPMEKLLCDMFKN
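Assay system: NR2E3–RetCOR corepressor complex. Quantity: 1.35 nM GST-NR2E3. Buffer or medium: pH 7.5 Tris-based buffer. Reagent: biotinylated RetCOR corepressor at 7 nM final. Schedule: 5 h at 4 °C. Detection: TR-FRET, emission read at 617 and 671 nm. Replicates: one well per compound, singlicate testing.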
Vif inh: HIV Vif self-association inhibitors, primary screen, imaging, HEK293T, single point | HEK293T cells, Vif self-association by quenched fluorescence, 24 h | AID 602346, 2012 | inhibition, % at 7.49 µM | hit rate 0.35% among 340,000; in the data active = inhibition above about 50%, passing the limit was not always enough; note: some results filed as inactive read as strong as hits
CaV13 ICDI inh: Primary screen for inhibitors of IQ motif and Ca2+-dependent inactivation inhibitor domain binding in CACNA1D, Förster resonance energy transfer in living cells, … | HEK cells, CFP/YFP FRET ICDI-IQ, plate reader, 10 min; percent FRET-ratio fall versus neutral wells | inhibition, % at 12.3 µM | hit rate 0.098% among 340,000 | AID 743397;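 active = mean replicate inhibition of at least 30% and at least 1% of replicates passing that level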;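 note: 0% = median of the neutral control wells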
HIF-2a inh: HIF-2a reporter inhibitors, primary screen, luminescence, 786-0 RCC cells; inhibition, % at 18.8 µM; hit rate 0.72% among 360,000; 786-0 RCC cells HIF-2a reporter, luciferase luminescence, overnight; AID 624352, 2012;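 active = inhibition of the luminescence signal of 40% or more relative to plate controls, in a single-dose primary screen at 18.75 µM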
NR2E3 ag-2: NR2E3 agonists in two-hybrid cells, primary screen, cell-based, luminescence, CHO-S, Gal4-NCOR/VP16-NR2E3. luciferase. AID 602229, 2012. hit rate 0.35% among 360,000. inhibition of corepressor binding, % at 3.98 µM. Photoreceptor-specific nuclear receptor (Homo sapiens), Q9Y5X4;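 active = inhibition above the mean of all tested compounds plus 3 SD, cut at about 70% in these data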;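 note: 0% = DMSO with NR2E3 transfected cells and 100% = cells lacking NR2E3 construct; higher means lower luciferase signal from less NR2E3 corepressor binding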
iPSC survival up: enhancers of single-cell hiPSC survival, primary screen, ATPlite luminescence; survival enhancement, % at 20 µM; 100% = ROCK inhibitor wells, 0% = DMSO; hit rate 0.044% among 360,000; in the data active = survival enhancement above about 18%;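 note: cells exposed to compounds for 16 hours before the ATP read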
Granule exo inh: LAMP-1 surface exposure blockers, TALL-104 cells – cell-based, flow cytometry, MLPCN library, primary screen; inhibition, % at 10 µM; AID 651702, 2012; hit rate 0.66% among 360,000; TALL-104 LAMP-1 surface exposure; cells stimulated with thapsigargin and PMA;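 active = inhibition above about 55%, limit read from the data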
MITF TRPM1 inh: inhibitors of MITF-dependent TRPM1 promoter reporter, primary screen, cell-based, SK-MEL-5, single point, luciferase | SK-MEL-5 TRPM1 promoter luciferase, 24 h | inhibition, % at 12.5 µM | hit rate 0.83% among 330,000;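 active = mean inhibition across replicates of 60% or more, whatever share of single replicates reaches that level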; note: values of inactives mirror those of a sister screen read the other way
aDG glyco up: activators of alpha-DG glycosylation, primary screen, uHTS, Pro5-aDG cells, AlphaScreen. alpha-DG glycosylation AlphaScreen (IIH6); 0% Pro5, 100% B10-LARGE cell signal. activation, % at 10 µM. hit rate 0.22% among 360,000. AID 624168, 2012;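 active = activation of at least 8% versus controls, or a plate z-score of at least 8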;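 note: Pro5 are CHO cells carrying HIG-tagged alpha-DG that lacks glycosylation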
PDI turbidity: inhibitors of human PDI, primary screen, biochemical, turbidity, single point, plate reader; PDI insulin aggregation turbidity, A650, 90 min; hit rate 0.052% among 350,000; Protein disulfide-isomerase (Homo sapiens), P07237; inhibition, % at 10 µM; AID 588391, 2011;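 active = mean inhibition across replicates of 30% or more, whatever share of single replicates reach that level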;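 note: absorbance from insulin aggregation driven by PDI reduction with DTT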
Target sequence (P07237 whole entry, looked up): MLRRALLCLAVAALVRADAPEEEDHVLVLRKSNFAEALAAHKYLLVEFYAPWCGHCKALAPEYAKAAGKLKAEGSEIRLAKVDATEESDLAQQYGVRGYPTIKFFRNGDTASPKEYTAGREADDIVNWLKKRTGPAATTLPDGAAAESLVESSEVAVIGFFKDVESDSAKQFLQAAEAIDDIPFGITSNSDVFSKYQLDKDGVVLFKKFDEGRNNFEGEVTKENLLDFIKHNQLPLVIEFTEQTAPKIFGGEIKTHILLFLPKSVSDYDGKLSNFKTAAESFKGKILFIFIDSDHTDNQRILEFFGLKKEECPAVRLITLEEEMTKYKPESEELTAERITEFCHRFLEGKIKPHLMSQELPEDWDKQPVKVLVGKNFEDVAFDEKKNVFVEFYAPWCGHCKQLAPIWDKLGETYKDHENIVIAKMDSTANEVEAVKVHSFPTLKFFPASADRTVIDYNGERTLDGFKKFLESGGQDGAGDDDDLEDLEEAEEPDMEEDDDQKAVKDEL
Peg3 promoter: Peg3 promoter-driven luciferase inhibitors, primary screen, cell-based, HeLa, luciferase luminescence. inhibition, % at 20 µM. hit rate 1.7% among 360,000. HeLa PEG-Prom luciferase reporter, overnight. AID 588405, 2011;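 active = inhibition of at least 50% at 20 µM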
* = called active by the depositor; . = no result given.

SMILES	NR2E3 ag-1	Vif inh	CaV13 ICDI inh	HIF-2a inh	NR2E3 ag-2	iPSC survival up	Granule exo inh	MITF TRPM1 inh	aDG glyco up	PDI turbidity	Peg3 promoter
COCCN(C)C(=O)CCc1nnc(Cc2ccc(-c3ccccc3)cc2)o1	6	-6	2	-9	-6	3.5	4	-2	0.0	1	-7
COc1ccc(N2CCN(C(=O)CSc3ccc([N+](=O)[O-])cc3)CC2)cc1	5	-1	-5	-7	5	0.7	-4	-1	-0.1	-5	-4
O=c1[nH]c(CN2CCCCC2)ccc1O	.	8	-7	20	-16	-0.4	9	.	0.0	1	-8
CCC(=O)N(Cc1ccc2c(c1)OCO2)Cc1cc2cc(OC)ccc2[nH]c1=O	-6	-6	.	10	-13	-1.6	-4	-12	0.0	11	16
CCOC(=O)c1cnc2c(-c3ccc(Cl)cc3)c(C)nn2c1N	2	8	.	-9	6	-3.5	3	-19	0.1	-1	-25
Nc1cc(=O)[nH]c(SCC(=O)Nc2ccc(N3CCCCC3)cc2)n1	.	3	-3	4	-10	0.0	-10	4	-0.2	-5	0
CC(=O)NC(C)(c1ccccc1)c1nc(-c2cnc3ccccc3c2)cs1 (stereo unspecified)	.	2	-10	-64	-58	-1.5	-3	.	0.2	-4	-35
Cc1cc(OCC(F)(F)C(F)(F)C(F)(F)C(F)F)nc(N)n1	-2	-3	-4	-39	23	1.1	1	-32	-0.2	-5	7
O=C(O)COc1ccc(C=C2SC(=S)N(c3ccccc3)C2=O)cc1	.	-13	-5	43*	-23	-0.1	12	12	-0.1	-3	-33
Clc1ccc(CN2CCSCC2)cc1Cl	2	-3	-2	17	-2	0.3	-9	6	-0.2	-6	20
CCC(C)NC(=O)C1CCN(S(=O)(=O)c2ccc(Br)s2)CC1 (stereo unspecified)	1	5	-3	-5	7	2.4	2	-12	0.0	2	-2
COc1ccc(C2C(C(=O)O)CC(=O)N2c2ccc(OC)cc2)cc1 (stereo unspecified)	-3	.	-5	5	-32	-2.3	7	-6	0.1	12	-3
COc1ccc(-c2noc(N3CCC(C(=O)Nc4cc(OC)ccc4OC)CC3)n2)cc1	1	-15	-9	-24	0	1.9	2	.	0.1	.	4
COc1cccc(C(=O)Oc2c(Br)cc(Br)cc2/C=N/NC(=O)c2cc(C)[nH]n2)c1	1	.	-8	7	-19	1.4	1	45	0.7	5	44
Cc1ccnc(NC(=S)NC(=O)c2cncc(Br)c2)c1	-5	2	-3	-223	-14	-2.4	14	-39	0.2	-7	-282
COc1ccc(C(=O)Nc2cc(C(F)(F)F)ccc2-n2cnc3ccccc32)cc1	1	9	-2	13	-10	2.4	-1	8	0.0	-6	18
COC(=O)c1cccc(NS(C)(=O)=O)c1C	0	26	-8	6	-8	6.6	-3	-6	-0.2	-1	4
O=C(CC[C@H]1O[C@@H](n2ccc(=O)[nH]c2=O)[C@H](O)[C@@H]1O)N[C@H](Cc1ccccc1)C(=O)NC1CCCCC1	.	.	.	15	-13	4.4	-1	.	0.6	.	5
CCOC(=O)c1cc2c(n(-c3ccc(C)cc3)c1=O)CCCC2=O	4	-9	.	8	-2	-3.6	-1	4	0.4	3	8
Cn1cc(C(=O)c2ccc(Cl)cc2Cl)cc1C(=O)N/N=C(\N)COc1cccc(C(F)(F)F)c1	4	-7	-5	23	-3	9.6	-3	-5	-0.1	-5	34
COc1cc(C(=O)Nc2cccc(-c3nc4ncccc4o3)c2C)cc(OC)c1OC	-3	-12	-5	14	3	0.6	-1	-3	-0.3	-4	5
CCOC(=O)c1cc(-c2nnc(-c3ccc(Cl)cc3)o2)c(C)nc1C	-3	1	-2	-5	5	-1.5	4	-6	-0.1	.	-15
Cc1ccc(Cn2c(C)c(C(=O)NCc3ccc(Cl)c(Cl)c3)sc2=O)cc1	.	-1	10	-4	-8	0.1	5	.	-0.3	-5	4
CCN1CCN(C(=O)CN(C)S(=O)(=O)c2cc(C)ccc2OC)CC1	1	4	1	13	-9	2.3	-1	-5	0.0	4	11
CC(=O)Nc1cccc(Oc2ncnc3scc(-c4ccc(C(C)C)cc4)c23)c1	0	-8	-2	12	-18	2.5	6	2	0.2	-15	22

The list goes on:
SMILES	NR2E3 ag-1	Vif inh	CaV13 ICDI inh	HIF-2a inh	NR2E3 ag-2	iPSC survival up	Granule exo inh	MITF TRPM1 inh	aDG glyco up	PDI turbidity	Peg3 promoter
Cc1cccc(C)c1OCCCCn1cnc2ccccc2c1=O	1	.	-8	-25	-22	6.0	-2	-6	0.7	12	-6
O=C1OC[C@H]2CCCC[C@@H](CO)ON12	.	-1	-8	1	-16	0.4	-1	-5	-0.4	12	-13
COc1ccc(-c2cc(C)no2)cc1S(=O)(=O)N1CCCN(Cc2ccc(F)cc2)C1	1	-3	-6	11	9	-0.6	5	-2	0.8	3	12
CCOC(=O)C1=C(COC(=O)CCOc2cccc(C)c2)NC(=O)NC1C (stereo unspecified)	2	-5	-6	10	-30	-0.4	1	-1	0.0	0	-2
COc1cc(/C=N/NC(N)=S)cc(Br)c1OCc1ccccc1F	-1	8	-3	-2	30	-1.7	2	2	-0.4	0	5
O=C(NCc1ccncc1)Nc1cccc(Cl)c1	-1	.	.	-28	6	4.7	1	-22	-0.1	6	6
COc1nc(N(C)C)nc(N(C)c2cc(Cl)cc(Cl)c2)n1	-1	3	-5	10	-4	1.2	-10	5	-0.1	-4	9
N#Cc1ccc(CN2C(=O)NC3(CCCCCC3)C2=O)cc1	4	15	-4	0	-3	-0.1	-4	9	-0.1	-21	21
COc1cccc(NC(=O)c2cc(-c3ccccn3)nc3ccccc23)c1	1	-4	-7	-28	-20	-0.1	4	-2	-0.3	-6	22
CC(C)C(NC(=O)OCc1ccccc1)C(=O)OCC(=O)N1CCCCC1 (stereo unspecified)	0	11	-3	-168	-59	-1.0	-9	-50	0.4	6	-131
COc1ccc2oc(C(=O)N(C)Cc3ccc4c(c3)OCCO4)c(C)c2c1	5	0	-5	-116	-43	-0.4	14	-21	0.3	-4	-94
Cc1cc(C(=O)CN2C(=O)c3ccccc3C2=O)c(C)n1Cc1cccs1	0	-2	-8	33	-109	-3.6	2	6	0.5	-5	12
COc1ccc(NC(=O)C2(C)CCN2C(=O)Cc2ccccc2)cc1OC (stereo unspecified)	.	-1	-10	-79	-36	4.1	1	.	0.0	3	-88
CC(C)(C)OC(=O)NCc1nc(N)n[nH]1	-3	25	-7	16	6	-0.8	-3	6	4.7	-1	-4
Cc1cc(C)cc(N(CCC#N)C(=O)CSc2nc3nc(C)cc(C)n3n2)c1	-2	6	-7	15	5	0.6	0	1	0.0	-5	11
C[C@@H]1CN(Cc2nc(Cc3ccccc3F)no2)C[C@H](C)O1	0	19	-5	-7	1	-3.5	-1	-3	0.7	-6	-16
CCOC(=O)/C(C#N)=C/c1cccc(C)c1	.	3	-4	11	-18	-0.5	16	3	0.0	7	73*
Cc1cc(-c2n[nH]c(=S)n2/N=C/C(Cl)=C/c2ccccc2)n[nH]1	-3	4	-5	-25	-1	-3.5	-2	3	0.0	17	-3
CCOC(=O)C1CCN(S(=O)(=O)c2c(C)[nH]c(C)c2C(=O)N2CCCCC2)CC1	1	-3	-2	10	-2	-0.2	-3	3	0.1	-9	-15
COC(=O)c1ccccc1NC(=O)c1ccc(NC(=O)C2CCCO2)cc1 (stereo unspecified)	-5	3	-5	-12	0	0.7	18	7	-0.1	-2	8
O=C(Nc1ccc(NC(=O)c2ccco2)nc1)c1ccco1	-4	-1	-6	-36	-98	-0.9	0	5	-0.3	-7	-29
O=[N+]([O-])c1ccccc1S(=O)(=O)Nc1cccnc1	0	10	-4	13	-4	-0.1	-6	18	-0.1	-4	12
Cc1ccc(N=C2SCCCN2C(=O)c2ccco2)cc1Cl	2	5	-5	-58	-5	-2.8	-1	-15	0.4	-7	-20
O=C(Cn1nc2ccccc2n1)N/N=C/c1cc(Cl)cc([N+](=O)[O-])c1O	.	6	-6	6	-7	-0.1	-1	-3	-0.1	-2	10
COc1ccc(CNS(=O)(=O)c2ccc3c(c2)NC(=O)C(C)S3)cc1 (stereo unspecified)	2	-24	-6	12	24	-0.4	3	-4	0.0	-1	11
FC(F)Oc1ccccc1C1CC(c2ccc(Br)s2)Nc2ncnn21 (stereo unspecified)	-2	3	.	18	0	9.9	-4	-14	0.7	4	18

Grouped by structure, the compounds so far with fluorine.
SMILES	NR2E3 ag-1	Vif inh	CaV13 ICDI inh	HIF-2a inh	NR2E3 ag-2	iPSC survival up	Granule exo inh	MITF TRPM1 inh	aDG glyco up	PDI turbidity	Peg3 promoter
Cc1cc(OCC(F)(F)C(F)(F)C(F)(F)C(F)F)nc(N)n1	-2	-3	-4	-39	23	1.1	1	-32	-0.2	-5	7
COc1ccc(C(=O)Nc2cc(C(F)(F)F)ccc2-n2cnc3ccccc32)cc1	1	9	-2	13	-10	2.4	-1	8	0.0	-6	18
Cn1cc(C(=O)c2ccc(Cl)cc2Cl)cc1C(=O)N/N=C(\N)COc1cccc(C(F)(F)F)c1	4	-7	-5	23	-3	9.6	-3	-5	-0.1	-5	34
COc1ccc(-c2cc(C)no2)cc1S(=O)(=O)N1CCCN(Cc2ccc(F)cc2)C1	1	-3	-6	11	9	-0.6	5	-2	0.8	3	12
COc1cc(/C=N/NC(N)=S)cc(Br)c1OCc1ccccc1F	-1	8	-3	-2	30	-1.7	2	2	-0.4	0	5
C[C@@H]1CN(Cc2nc(Cc3ccccc3F)no2)C[C@H](C)O1	0	19	-5	-7	1	-3.5	-1	-3	0.7	-6	-16
FC(F)Oc1ccccc1C1CC(c2ccc(Br)s2)Nc2ncnn21 (stereo unspecified)	-2	3	.	18	0	9.9	-4	-14	0.7	4	18

Screens: PubChem BioAssay, several laboratories
